MT stabilizer: microtubule stabilizers in HeLa cells. HeLa tubulin immunostaining HCS, 24 h; share of cells brighter than vehicle mean+2SD. % tubulin-high responders, % at 10 µM. 200,000 tested, 0.83% active. AID 2205;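 active = plate Z-score above 3 for both tubulin-high and condensed-nucleus cell shares, with cell loss under 80%, at 10 µM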;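 also: anti alpha tubulin signal scored within the nucleus-defined area of each cell; some results filed as inactive read as strong as hits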
Insulin prom up: MIN6 insulin promoter up-regulation | z-score at 5 µM | MIN6 insulin promoter-GFP reporter, high-content imaging; stronger effect = higher value | 190,000 tested, 0.3% active | AID 1625;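 active = z-score above 3 at 5 µM with at least 500 cells counted in the well; inconclusive = wells under 500 cells, flagged as cytotoxic or low count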
WT yeast gro inh: growth inhibition of WT yeast, mitochondrial fusion screen; inhibition, % at 10 µM; AID 1362; mitochondrial fusion phenotypic screen, WT strain; 190,000 tested, 2.1% active; in the data active = inhibition above about 58%; tested in S. cerevisiae
T cell modulator: T cell immune modulators affecting CD8 T cell-vesicle binding; 330,000 tested, 0.068% active; 2C CD8+ T cell-vesicle binding, flow cytometry; stronger effect = lower value; AID 2052; calls only at 7 µM;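 active = response, share of CD8 T cells binding vesicles, and their 90th percentile fluorescence all below set limits, cut at about 80% in these data, passing the limit was not always enough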
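Also added: QL9-peptide-loaded Drosophila micro-vesicles bearing Ld, ICAM-1 and B7-1; Test system: purified 2C TCR transgenic mouse naive CD8+ T cells; Measured by: cytometric PE anti-B7-1 and Alexa647 anti-CD8 signals after 1% paraformaldehyde fixation; Timing: binding step 1.5 h, 37 °C, antibody labelling 20 min, ice.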
West Nile antiviral: inhibition of WNV-induced cytopathic effect – cell-based, CPE readout (AID 1621) | West Nile virus-infected cells, CPE inhibition; higher % means a stronger effect | one-dose CPE inhibition, % at 10 µM; IC50 in µM for titrated hits | 290,000 tested, 0.02% active; in the data active = a potency from the dose series; inconclusive = CPE inhibition mostly from about 3.7% at the one dose, without a potency; inactive = the rest, 99 in 100 with CPE inhibition below about 2.2%; also: strong numbers were not always called active
Autophagy HCS: modulators of autophagy; MEF GFP-LC3 puncta imaging; test concentration mostly 10 µM; calls only at 10 µM (by protocol); 190,000 tested, 0.98% active;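 active = percentage of spot-positive cells more than 3 SD above its plate mean, without a fluorescence outlier flag or 80% toxicity; inconclusive = no clear call, values can overlap the other calls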;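 also: spot-positive cell cutoff set from DMSO-treated cells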
b-catenin transl: beta-catenin nuclear translocation modulation; HeLa beta-catenin nuclear translocation, immunofluorescence imaging; nuclear translocation activity, % at 5 µM; 190,000 tested, 0.3% active;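 active = nuclear translocation activity above 50% at 5 µM, with a well cell count of 50 or more; inconclusive = wells under 50 cells across six images, flagged as toxic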;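 also: per-cell ratio of nuclear to cytoplasmic median beta-catenin stain intensity; plate controls were DMSO negative control for no effect and GSK-3 inhibitor IX positive control for full effect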
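Technique: fluorescence imaging of beta-catenin antibody stain plus DAPI / Material: human HeLa cell line / Incubation: compound treatment 24 h, 37°C, 5% CO2 / Read-out basis: % activation of per-cell nuclear versus cytoplasmic median beta-catenin signal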
Myeloid diff MLP: compounds promoting myeloid differentiation | calls only at 10 µM | ER-HoxA9 myeloid progenitors, lysozyme-GFP differentiation, flow cytometry | 360,000 tested, 1% active;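 active = normalized GFP-positive differentiation at or above the plate's own cutoff, the solvent-only control mean plus 3 SD; inconclusive = no clear call, values can overlap the other calls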;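 also: cells exposed to compound for four days before flow analysis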
Hep lipid drop: modulators of hepatic lipid droplet formation. AML12 mouse hepatocytes, oleate lipid droplets, BODIPY imaging. inhibition, % at 6.5 µM. 240,000 tested, 0.4% active;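 active = lipid droplet intensity inhibited by at least 50%, with more than 500 cells counted; inconclusive = wells with under 300 cells, treated as cytotoxic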
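Technique: fluorescence imaging, 20x objective, two fields per well / Assay system: AML12 hepatocytes (mouse) / Measure: % inhibition of lipid droplet signal / Doses: 6.5 µM single-point dosing / Incubation: overnight exposure / Reagent: 100 µM oleic acid challenge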
WT yeast gro inh mutant strain: also measured in WT yeast gro inh; calls as there; inhibition, %; mitochondrial fusion phenotypic screen, mutant strain inhibition
Insulin prom up cell count: also measured in Insulin prom up; calls as there; cell count; measured here: cytotoxicity, nuclei count;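 total cells summed across four imaged fields per well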
Hep lipid drop cells 6.5 µM: recorded beside Hep lipid drop, whose call it bears; cell count; measured here: cell count, cytotoxicity flag;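 cells counted across two imaged fields per well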
b-catenin transl cell count 5 µM: further read-out of b-catenin transl, marked with its call; cell count; measured here: cell count, cytotoxicity flag
T cell modulator vesicle-bound %: also measured in T cell modulator; calls as there; double positive events, %; measured here: CD8+ vesicle-bound cell fraction;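 binding gate set so that unloaded-vesicle control wells show 10% double positive cells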
MT stabilizer Hoechst-high %: also measured in MT stabilizer; calls as there; % Hoechst-high responders; measured here: nuclear condensation Hoechst responders;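 share of cells brighter than vehicle mean plus two SD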
MT stabilizer cytotoxicity %: second read-out of MT stabilizer, no call of its own (marks repeat the call); toxicity, %; measured here: cytotoxicity by cell density;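 0% = mean cell density of plate MIN control wells and 100% = no cells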
Autophagy HCS cell loss 18 h: also measured in Autophagy HCS; calls as there; toxicity, %; measured here: cell loss, nuclei count;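 cell loss after 18 h compound exposure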
Myeloid diff MLP GFP+ MAC1+ %: also measured in Myeloid diff MLP; calls as there; GFP+ MAC1+ double positive, %; measured here: differentiation confirmed by MAC1 staining
Numbers without * were called inactive; i = inactive; ? = inconclusive; . = no result given.

SMILES	MT stabilizer	MT stabilizer Hoechst-high %	MT stabilizer cytotoxicity %	Insulin prom up	Insulin prom up cell count	WT yeast gro inh	WT yeast gro inh mutant strain	T cell modulator	T cell modulator vesicle-bound %	West Nile antiviral	Autophagy HCS	Autophagy HCS cell loss 18 h	b-catenin transl	b-catenin transl cell count 5 µM	Myeloid diff MLP	Myeloid diff MLP GFP+ MAC1+ %	Hep lipid drop	Hep lipid drop cells 6.5 µM
Cc1cccc(N2CCN(c3nc4ccc(Cl)cc4n4cnnc34)CC2)c1C	2.2	2.8	6.7	-0.5	933	28	-11	i	28	0.1%	i	30	-0.1	593	i	2.0	-10	755
O=C(O)Cc1sc(N/N=C\c2ccccc2)nc1-c1ccccc1	2.1	2.8	4.0	0.18	1093	16	10	i	49	0.4%	i	-3	0.6	1147	i	0.2	-15	661
CC1(C)C(CC2OCC(CN3CCCCC3)O2)[C@H]2CC[C@@H]1C2 (stereo partly specified)	.	.	.	-0.2	1149	.	.	i	36	-0.3%	.	.	0.2	1331	i	0.2	-6	703
C/C(=N/Nc1ccccc1[N+](=O)[O-])c1ccc([N+](=O)[O-])cc1	.	.	.	.	.	.	.	i	28	-1.0%	.	.	.	.	i	0.5	12	836
O=C(CSc1nc2c([nH]c3ccccc32)c(=O)n1-c1ccccc1F)NCC1CCCO1 (stereo unspecified)	.	.	.	.	.	.	.	i	34	0.3%	.	.	.	.	i	5.9	-44	676
CCOc1ccc(N(CC(=O)NC2CCCCC2)S(=O)(=O)c2ccc(C)cc2)cc1	.	.	.	.	.	.	.	i	58	-0.8%	.	.	.	.	i	0.5	0	862
CNc1cc([N+](=O)[O-])ccc1N/C=C/C(=O)c1ccc2c(c1)OCO2	2.3	2.3	10.0	0.26	1133	9	-1	i	48	0.8%	i	0	0.4	398	i	1.0	-12	677
O=C(OCc1nnc(-c2ccccc2)o1)c1cccnc1Cl	2.1	2.1	3.8	1	1333	-8	-4	i	32	0.5%	i	-3	-2.7	1079	i	0.7	2	694
CCCC1C(C#N)=C(N)Oc2n[nH]c(C(C)(C)C)c21 (stereo unspecified)	2.5	2.4	4.6	0.09	1209	3	7	i	55	0.2%	i	4	-0.5	1025	i	1.4	1	640
Cc1noc(C)c1S(=O)(=O)N1CCC(C(=O)N2CCN(C3CCCC3)CC2)CC1	4.0	2.2	4.5	3*	1439*	-1	-6	i	41	.	i	-34	-0.1	1343	.	.	.	.
CC(=O)NCCNC(=O)CCNC(=O)c1ccc(Cl)cc1	1.6	0.6	6.2	0.01	1030	-1	9	i	52	0.0%	i	36	-4.5	1228	i	0.5	0	782
O=S(=O)(NCCCO)c1ccc2c(c1)Cc1cc(S(=O)(=O)NCCCO)ccc1-2	3.5	2.7	7.1	-0.17	1479	-13	-8	i	39	0.3%	i	15	-1.1	1478	i	0.7	.	.
CN(C)C(=O)c1ccc(-n2cnc3ccccc3c2=O)cc1	4.9	1.2	9.2	-0.08	1661	-2	12	i	48	0.5%	i	-1	-3.8	1037	i	0.4	5	678
Cc1ccc(-n2cc3c(=O)n(C)c(=O)n(C)c3c2)cc1C	5.9	3.1	4.4	0.11	1175	11	1	i	35	0.1%	i	1	-2.5	842	i	0.5	.	.
CCOc1ncnc2c1oc1nc(CC(C)C)c3c(c12)CC(C)(C)OC3	3.0	0.9	0.5	-0.72	1735	17	-5	i	14	0.0%	i	0	-0.5	1361	i	1.1	.	.
COc1ccc(-c2nnc(SCCC(=O)O)n2-c2ccccc2)cc1OC	1.3	0.8	0.6	0.03	760	-19	-10	i	41	0.3%	i	1	.	.	i	1.1	24	782
Cc1ccc(N2CC(C(=O)Nc3nnc(SCCN4CCOCC4)s3)CC2=O)cc1 (stereo unspecified)	.	.	.	.	.	.	.	i	68	0.2%	.	.	.	.	i	1.9	-2	800
Cc1ccccc1NC(=O)Nc1ccccn1	.	.	.	.	.	.	.	i	51	-0.6%	.	.	.	.	i	0.5	3	795
COc1ccccc1Nc1nc(N)nc(CSC(=S)N2CCCCC2C)n1 (stereo unspecified)	3.7	3.0	8.8	0.03	1423	31	-16	i	46	-0.9%	i	-7	1.9	1035	i	0.6	5	701
CC1CCN(c2ccccc2NC(=S)NC(=O)c2ccc(-c3cccc([N+](=O)[O-])c3)o2)CC1	2.9	1.6	3.2	1.5	1244	-16	-8	i	51	1.4%	i	16	-0.8	804	i	0.5	.	.
CCCCC(=O)NC(c1ccc(N(C)C)cc1)c1ccc2cccnc2c1O (stereo unspecified)	.	.	.	.	.	.	.	i	70	?	.	.	.	.	?	.	-50	564
CCCCCCCN1CCC(=O)N([C@H](CO)CC(C)C)CC1	.	.	.	.	.	.	.	i	10	-1.2%	.	.	.	.	i	1.0	9	792
Cc1cc(C(=O)CSc2nncs2)c(C)n1Cc1ccco1	3.0	3.2	7.8	0.74	958	-9	10	i	4	-2.4%	i	0	-0.6	1036	i	0.9	2	758
CN(c1ncnc(N)c1[N+](=O)[O-])C1CCS(=O)(=O)C1 (stereo unspecified)	2.9	1.8	8.0	0.26	1230	2	-1	i	32	-0.5%	i	-10	-3.7	1082	i	0.1	-8	691
O=C(/C=C/c1ccc([N+](=O)[O-])cc1)NCCSc1ccccc1	3.1	1.9	6.8	-0.02	1845	27	34	i	22	-0.1%	i	9	0.2	1039	i	0.2	6	617
Cc1cccc(-n2c(C)nc3sccc3c2=O)c1	2.9	1.9	1.7	1.1	1201	-9	30	i	60	0.5%	i	-19	-0.3	1401	i	1.5	.	.
c1csc(CSc2nnc3sc4ccccc4n23)c1	2.7	2.4	4.1	-0.09	1285	10	-27	i	40	0.6%	i	-11	4.9	499	i	0.4	-5	715
COc1ccc(-c2c3c(=O)n(C)c(=O)n(C)c3cn2-c2cccc(OC)c2)cc1	2.6	2.1	7.2	-1.5	1120	-18	-2	i	38	0.0%	i	-5	-1.3	1069	i	6.0	19	756
O=C1CC(N2CCC(c3nc4ccccc4o3)CC2)C(=O)N1c1ccc(Cl)c(C(F)(F)F)c1 (stereo unspecified)	3.7	2.6	5.5	0.03	1229	29	33	i	9	-0.6%	i	7	2.0	1108	i	1.2	4	696
O=C(Cn1nc(C(F)F)cc1C(F)F)NNC(=S)Nc1ccc([N+](=O)[O-])cc1	1.4	1.5	12	-0.12	1339	-5	-3	i	40	0.2%	i	9	-3.6	1103	i	0.0	-16	665
Nc1nonc1C(=O)NCCc1ccccc1	3.1	4.6	7.9	0.94	946	8	7	i	36	0.1%	i	2	.	.	i	2.6	.	.
O=C(O)c1ccc(-c2nc(-c3ccc(Cl)cc3)cs2)cc1	2.0	1.6	9.1	1.1	1211	31	20	.	.	-0.1%	i	-3	1.1	995	i	0.2	12	754
CCn1cc(S(=O)(=O)c2ccc(C)cc2)c(=O)c2cc(OC)ccc21	.	.	.	.	.	.	.	i	27	-0.2%	.	.	.	.	i	2.1	-6	602
O=C(Nc1cc2c3c(c1)C1CCCC1CN3CC1CCCC21)c1ccccc1 (stereo unspecified)	4.6	3.3	4.0	-0.16	1141	-7	8	i	24	0.2%	i	21	5.5	1443	i	0.7	.	.
O=C(Nc1ccc(CN2CCS(=O)(=O)CC2)cc1)c1ccc(F)cc1	.	.	.	-0.79	1516	.	.	i	44	0.7%	.	.	-2.2	1157	i	1.6	-2	684
Cc1cccc(NC(=O)CSc2nnc(Cn3nnc(-c4ccccc4)n3)n2-c2ccccc2)c1	1.8	2.6	10	-0.77	1191	-6	-6	i	36	-0.3%	i	8	-4.4	1024	i	2.7	.	.
CC(NC(=S)Nc1c(Cl)cccc1OC(F)F)C(C)(C)C (stereo unspecified)	2.4	2.5	3.2	-1.4	1201	5	-2	i	37	-0.8%	i	-6	1.7	1005	i	1.1	-17	694
Cc1ccccc1C(=O)Nc1cccc(-c2ccc3nncn3n2)c1	2.2	1.6	6.5	-0.07	1135	-13	-13	i	41	.	i	-5	0.0	1047	i	0.3	14	697

2 entries picked at random from those above, as already listed:
SMILES	MT stabilizer	MT stabilizer Hoechst-high %	MT stabilizer cytotoxicity %	Insulin prom up	Insulin prom up cell count	WT yeast gro inh	WT yeast gro inh mutant strain	T cell modulator	T cell modulator vesicle-bound %	West Nile antiviral	Autophagy HCS	Autophagy HCS cell loss 18 h	b-catenin transl	b-catenin transl cell count 5 µM	Myeloid diff MLP	Myeloid diff MLP GFP+ MAC1+ %	Hep lipid drop	Hep lipid drop cells 6.5 µM
c1csc(CSc2nnc3sc4ccccc4n23)c1	2.7	2.4	4.1	-0.09	1285	10	-27	i	40	0.6%	i	-11	4.9	499	i	0.4	-5	715
O=C(Nc1ccc(CN2CCS(=O)(=O)CC2)cc1)c1ccc(F)cc1	.	.	.	-0.79	1516	.	.	i	44	0.7%	.	.	-2.2	1157	i	1.6	-2	684

From PubChem
